ERK EGF block: blocks ERK signaling stimulated by EGF; 0.41% of 130,000 active; AID 1454; HEK293-V1b, EGF-stimulated phospho-ERK AlphaScreen; Potency, µM (top dose mostly 11.5 µM), inactives show at the top dose activity change, negative = inhibition, actives largely listed as inhibitors; active = well fitted inhibition curve with a large enough effect; inconclusive = small, poorly fitted or top-dose-only effect, or effect the other way;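 also: plate controls were stimulated vehicle wells for no effect and unstimulated vehicle basal for full effect; nearly all actives have a fitted effect of over 55% in size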
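Cell line HEK293 (stable V1b), low serum overnight. Pretreatment: compound 30 min, 37C. EGF 25 nM, 5 min. Detection: SureFire AlphaScreen, 5 h RT. AC50 via standard Hill equation.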
Starred values were filed as active, the others as inactive; ? = inconclusive; & = joins results of further samples; [ ] = another dose, or the depositor's remark. Potency is read from the fitted curve at half-maximal effect.

The opening 16 records, to show the layout:
SMILES | ERK EGF block
O=C(NNc1c(F)c(F)cc(F)c1F)c1cc2ccccc2oc1=O | 3%
O=C(Nc1ccccc1)Nc1ccc(Br)c(Cl)c1 | 1%
CN(Cc1ccccc1)C(=O)c1nc2ccccn2c1CNCCCOc1cccnc1 | -4%
CCN(CC)C(C)C(=O)NCC1(c2ccccc2)CCOCC1 (stereo unspecified) | 6%
NNC(=O)Cn1nc2n(c1=O)-c1ccccc1SC2 | -3%[57.5 µM]
COc1ccc(-n2c(SCC(=O)O)nc3sc4c(c3c2=O)CCC4)cc1 | -19%
CC(=O)c1ccc(Cc2ccc(C(C)=O)cc2)cc1 | -1%
Cc1ccc(SCC(=O)NC2CC3CCC(C2)N3C)cc1 (stereo unspecified) | 6%[57.5 µM]
COc1ccc(C(=O)C2CCCN(S(=O)(=O)c3cccnc3)C2)c(C)c1 (stereo unspecified) | 11%
Cc1ccc(NC(=O)COC(=O)Cc2ccsc2)cc1S(=O)(=O)N(C)C | 0%[57.5 µM]
CCOP(=O)(OCC)C(Nc1ccccc1)c1cccnc1 (stereo unspecified) | 3%[57.5 µM]
COc1ccc(C2c3c(ccc4ccccc34)Oc3ncn4nc(-c5ccco5)nc4c32)cc1 (stereo unspecified) | -3%
CCOC(=O)c1c(CC(C)C)csc1NC(=O)c1ccccc1C(=O)O | -2%[57.5 µM]
CCc1ccc(C(=O)CN2C(=O)C(C)N(c3ccc(C)cc3)C2=O)cc1 (stereo unspecified) | 8%
CC(C)Oc1ccc(C(=O)O)cc1 | -2%[57.5 µM]
O=C(CCCCCNC(=O)c1ccccc1Br)N=Nc1c(O)[nH]c2ccccc12 | -12%

This part in full, from the start:
SMILES | ERK EGF block
O=C(NNc1c(F)c(F)cc(F)c1F)c1cc2ccccc2oc1=O | 3%
O=C(Nc1ccccc1)Nc1ccc(Br)c(Cl)c1 | 1%
CN(Cc1ccccc1)C(=O)c1nc2ccccn2c1CNCCCOc1cccnc1 | -4%
CCN(CC)C(C)C(=O)NCC1(c2ccccc2)CCOCC1 (stereo unspecified) | 6%
NNC(=O)Cn1nc2n(c1=O)-c1ccccc1SC2 | -3%[57.5 µM]
COc1ccc(-n2c(SCC(=O)O)nc3sc4c(c3c2=O)CCC4)cc1 | -19%
CC(=O)c1ccc(Cc2ccc(C(C)=O)cc2)cc1 | -1%
Cc1ccc(SCC(=O)NC2CC3CCC(C2)N3C)cc1 (stereo unspecified) | 6%[57.5 µM]
COc1ccc(C(=O)C2CCCN(S(=O)(=O)c3cccnc3)C2)c(C)c1 (stereo unspecified) | 11%
Cc1ccc(NC(=O)COC(=O)Cc2ccsc2)cc1S(=O)(=O)N(C)C | 0%[57.5 µM]
CCOP(=O)(OCC)C(Nc1ccccc1)c1cccnc1 (stereo unspecified) | 3%[57.5 µM]
COc1ccc(C2c3c(ccc4ccccc34)Oc3ncn4nc(-c5ccco5)nc4c32)cc1 (stereo unspecified) | -3%
CCOC(=O)c1c(CC(C)C)csc1NC(=O)c1ccccc1C(=O)O | -2%[57.5 µM]
CCc1ccc(C(=O)CN2C(=O)C(C)N(c3ccc(C)cc3)C2=O)cc1 (stereo unspecified) | 8%
CC(C)Oc1ccc(C(=O)O)cc1 | -2%[57.5 µM]
O=C(CCCCCNC(=O)c1ccccc1Br)N=Nc1c(O)[nH]c2ccccc12 | -12%
COCCNC(=O)CN1C(=O)CSc2ncccc21 | 0%
Nn1c(SCc2cn3ccccc3n2)nnc1-c1ccncc1 | -2%
CCc1nc2sccc2c(=O)[nH]1 | -5%
CCOC(=O)N1CCN(S(=O)(=O)c2ccc(C(=O)Nc3nnc(C)o3)cc2)CC1 | 8%
CS(=O)(=O)N1CCSC1c1ccc(Br)cc1 (stereo unspecified) | 0%[57.5 µM]
O=S(=O)(N/N=C/c1ccc(N2CCOCC2)cc1)c1ccc(Br)cc1 | -5%[57.5 µM]
CCOc1ccc(NC(=S)NCc2ccco2)cc1 | -9%
CS(=O)(=O)N1CCCC(C(=O)Nc2ccc3c(c2)OCCO3)C1 (stereo unspecified) | -4%
COc1ccc(/C=C/S(=O)(=O)NCc2ccccc2)cc1OC | -2%
O=C(NC(=S)N1CCOCC1)c1ccc([N+](=O)[O-])cc1 | -1%
Cc1ccc(/C=N/Nc2cc(C)nc(N3CCOCC3)n2)cc1 | 3%[57.5 µM]
Cc1ccc(CN2CCN(/N=C\c3cccc([N+](=O)[O-])c3)CC2)cc1 | ?
Cc1cccc2cc(/C=N/Nc3ccc(C(=O)O)cc3)c(Cl)nc12 | 0%[57.5 µM]
Cc1ccnc(NC(=O)Cn2ccc([N+](=O)[O-])n2)c1 | 6%
CCc1cccc2c1NC(=O)C21N2CCCC2C(C(=O)c2ccc3ccccc3c2)C12C(=O)Nc1ccccc12 (stereo unspecified) | 10%
CCC1=C(OC(=O)N(CC)CC)N2C(=O)OC(=NCc3ccccc3)[C@]2(C)[C@H]2C1=CC[C@H]1C(=O)NC(=O)[C@H]12 | 1%
O=C(O)C(CC1CCCCC1)N1CCS(=O)(=O)CC1 (stereo unspecified) | -9%
Cn1cccc1C1C(C#N)=C(N)OC2=C1C(=O)CC(C)(C)C2 (stereo unspecified) | -1%
Cc1ccc(/C=N/NC(=O)CNC(=O)c2cccc([N+](=O)[O-])c2C)o1 | 6%
O=C(CCOc1ccccc1)Nc1nnc(-c2ccc3c(c2)OCCO3)o1 | 1%
COc1ccc(-n2c(=O)c(-c3ccc(F)cc3)nc3cnc(OC)nc32)cc1 | 0%
CCN(CC)S(=O)(=O)c1cccc(NC(=O)c2ccc(Br)cc2)c1 | 14µM*
CCN(Cc1ccccc1)C(=O)CSc1ccccc1C(=O)O | 0%
Cc1ccc(NC(=S)N(Cc2cccc(Br)c2)CC2CCC(C(=O)O)CC2)cc1 (stereo unspecified) | 0%[57.5 µM]
O=C(c1cnccn1)N1CCc2ccccc2C1 | -1%
COCC(=O)N(CCc1ccc(OC)c(OC)c1)Cc1cc2cc(C)ccc2nc1Cl | 5%
Nc1cc(C(=O)OCC(=O)NCc2ccc(F)cc2)ccc1Cl | -1%
CC(C)C[C@@H](CC(=O)N[C@@H](CCCN)CC(=O)N[C@@H]1CCNC[C@H]1C(=O)N[C@H](CC(=O)N[C@@H](CCC(=O)O)CC(=O)O)Cc1ccccc1)NC(=O)[C@@H]1CNCC[C@H]1N | 0%
Fc1ccc(NC(=S)Nc2ccc(Cl)cc2)cc1 | -6%
CCOC(=O)N1CCC(N2CCN(Cc3ccc(F)c(F)c3)C(CCO)C2)CC1 (stereo unspecified) | -3%
CCOC(=O)N1CCN(C(=S)Nc2ccccc2C(C)C)CC1 | -1%
Cc1ccccc1C(=O)NC(CC(C)C)C(=O)OCC(=O)c1c(N)n(C)c(=O)n(C)c1=O (stereo unspecified) | -7%
O=C(Nc1nc2c(F)cc(F)cc2s1)c1ccccn1 | -7%
CCOP(=O)(OCC)C(Nc1cccc([N+](=O)[O-])c1)c1ccccc1 (stereo unspecified) | -2%[57.5 µM]
[O-]/C(=C(\C(=S)NCc1ccc2c(c1)OCO2)[n+]1ccccc1)c1ccc(Cl)s1 | -9%
CCOc1ccccc1C(=O)NCC(=O)NCCCc1ccccc1 | -4%
O=C(CO/N=C/c1ccc(OC(F)F)cc1)NCc1ccc(F)cc1 | 0%
CC(=O)N1CCN(c2ccccc2NC(=O)c2ccc(-c3cccc([N+](=O)[O-])c3)o2)CC1 | -5%
CCc1ccc(NC(=O)c2ccc3c(=O)n4c(nc3c2)CCCCC4)cc1 | ?
O=C(COC(=O)c1cccc(O)c1)Nc1ccc(OC(F)F)cc1 | ?
CC1(C)CC(=O)C([N+](=O)[O-])=C(NCCCO)C1 | -1%
C[C@@H](C(=O)Nc1ccc2ccccc2c1)[C@H]1C[C@]1(C)[C@H](NC(=O)c1cnccn1)c1ccccc1 | -4%&6%
CCOc1ccc2nc(NC(=O)c3c([N+](=O)[O-])cnn3CC)sc2c1 | 3%
CCc1ccccc1NNC(=O)c1snnc1C | -4%[57.5 µM]

An excerpt from above in order of heavy-atom count, lowest first:
SMILES | ERK EGF block
O=C(Nc1nc2c(F)cc(F)cc2s1)c1ccccn1 | -7%
Nc1cc(C(=O)OCC(=O)NCc2ccc(F)cc2)ccc1Cl | -1%
CCOc1ccc2nc(NC(=O)c3c([N+](=O)[O-])cnn3CC)sc2c1 | 3%

Additional compounds
SMILES | ERK EGF block
C[C@H](NC(=O)OCc1ccccc1)c1nnc([C@H](Cc2ccccc2)NC(=O)OC(C)(C)C)o1 | -6%[57.5 µM]
CC1(C)CC(=O)C2=C(C1)N(c1ccc(F)cc1)C(=O)C2(NC(=O)c1ccccc1)C(F)(F)F (stereo unspecified) | -1%
COc1ccc(C2(C(=O)Nc3ccc(C)c(C)c3)CCOCC2)cc1 | -19%
COc1ccc(C(=O)Nc2cc(OC)c(Cl)cc2Cl)cc1 | 5%
CC(=O)Nc1ccc(-n2c(C)ccc2C)cc1 | 1%
NC(=O)/C(=C\c1ccncc1)c1cccc2ccccc12 | -1%[57.5 µM]
O=C(CC1C(=O)NCCN1Cc1c(F)cccc1Cl)NCCC1=CCCCC1 (stereo unspecified) | 11%
O=C(CSc1ccc(Cl)cc1)NC1CCCc2ccccc21 (stereo unspecified) | 4%
COc1ccc(CNC(=O)c2sc(=S)n(-c3ccccc3)c2N)cc1 | -1%[57.5 µM]
CNC(=S)N/N=C/c1ccc(-c2ccc(C(=O)O)cc2)o1 | 1%[57.5 µM]
C[C@@H]1C=C[C@](Cc2ccccc2)(C(=O)NCCc2c[nH]c3ccccc23)N1C(=O)c1ccccc1 | 1%&-6%
CC12CCC(C(=O)O)(c3nc4cc([N+](=O)[O-])ccc4nc31)C2(C)C (stereo unspecified) | -3%[57.5 µM]
Cc1ccc(-c2cc(C(=O)NCCCn3ccnc3)c3ccccc3n2)s1 | 7%
CCCC1=NN(C(=O)Cc2ccc(OC)c(OC)c2)C(O)(C(F)(F)F)C1 (stereo unspecified) | 9%[57.5 µM]
COC(=O)Nc1nc2ccc(SC(C)C)cc2[nH]1 | 4%[25.7 µM]
O=C1CC(C(=O)Nc2ccc(F)cc2)n2cnnc2N1 (stereo unspecified) | 3%
CC(C)(C)OC(=O)N1CCC[C@H]1C(O)(c1ccccc1)c1ccccc1 | -9%
COc1ccc(/C=C/c2c([N+](=O)[O-])c(=O)n(C)c(=O)n2C)c(OC)c1 | 0%
CC(C)C(=O)Nc1ncc(Cc2ccccc2Cl)s1 | 0%
O=S(=O)(NC1CCCCC1Oc1ccccc1)c1ccccc1 (stereo unspecified) | 3%
CCC1(O)CC2CN(CCc3c([nH]c4ccccc34)[C@@](C(=O)OC)(c3cc4c(cc3OC)N(C=O)C3[C@]45CCN4CC=C[C@@](CC)([C@@H](OC(C)=O)[C@]3(O)C(=O)OC)[C@H]45)C2)C1 (stereo partly specified) | -11%
CC(C)(O)C#Cc1ccc(C(=O)N2CCN(c3ccccc3)CC2)cc1 | -12%
COc1ccc(Cl)cc1-n1c(C)ccc1C | 0%
Cc1sc(N(C(=O)CCc2ccccc2)c2ccc(C(=O)O)cc2)nc1-c1ccccc1 | 5%
Cc1cc(C)cc(NC(=O)COC(=O)c2cc(=O)[nH]c(=O)[nH]2)c1 | -6%
COc1ccc(NC(=O)Cn2nnc(C(=O)NCc3ccc4c(c3)OCO4)c2N)cc1 | -9%
CC(=O)N(C(C)=O)c1nc(-c2ccccc2)cn1/N=C/c1ccccc1 | 13%[57.5 µM]
CCOC(=O)N1CCC(N2CCCC(C(=O)c3cccc(OC)c3)C2)CC1 (stereo unspecified) | -2%[57.5 µM]
O=C(c1cc(C(=O)N2CCOCC2)c2nc3ccccc3n2c1)c1cc(Cl)cc(Cl)c1O | -1%[57.5 µM]
COc1ccc(OC)c(C2/C(=C(/O)c3ccccc3)C(=O)C(=O)N2Cc2ccco2)c1 (stereo unspecified) | -9%
Cc1cccc(N/C(N)=N/c2nc(C)c(Cc3ccccc3)c(=O)[nH]2)c1 | 3%
c1ccc(CC2CCN(Cc3ccccn3)CC2)cc1 | -2%
Cc1cc(S(=O)(=O)Nc2c(C)nn(C)c2C)c(Cl)cc1Cl | -1%[57.5 µM]
Cc1ccc2nc(N3CCN(c4ccccc4)CC3)c(C=O)c(=O)n2c1 | 5%
Cc1nn(-c2nnc(NCc3ccccc3)nn2)c(C)c1Br | 22µM*
COn1c(-c2ccc(Cl)cc2Cl)nc2ncccc21 | -2%
Cn1cccc1C(=O)N1CCC2(CC1)CN(Cc1ccc(C#N)cc1)C2 | -7%
CC(=O)c1sc2nsc(SCCN3CCCC3)c2c1N | -15%[57.5 µM]
c1coc(-c2ccnc3ncnn23)c1 | 16%
Nc1nc(Br)c2ccccc2c1-c1ccccc1 | ?
O=C(O)COCC(=O)Nc1ccccc1-c1ccccc1 | -4%
CNC(=O)CCCCCNS(=O)(=O)c1ccc(C)cc1 | -9%
CSc1nnc(C(C)(C)C)c(=O)n1/N=C/c1ccc(Cl)cc1 | 9%[57.5 µM]
Oc1ccc2ccccc2c1C=NCc1ccccc1 | 9%[57.5 µM]
Cc1ccccc1NC(=O)C1C2CCC(O2)C1C(=O)O (stereo unspecified) | -1%
CN(c1ncnc(N)c1[N+](=O)[O-])C1CCS(=O)(=O)C1 (stereo unspecified) | 0%
Cc1c(NC(=O)C(C)OC(=O)CC2CC3CCC2C3)c(=O)n(-c2ccccc2)n1C (stereo unspecified) | 6%
N#C/C(C(=O)NCc1ccco1)=C1/SC=C(c2ccccc2)N1c1ccccc1 | -14%
Nc1ncnc2c1ncn2C1OC(CO)C(O)C1O (stereo unspecified) | ?
COc1ccc(S(=O)(=O)n2nc(OC(C)=O)cc2N(C(C)=O)C(C)=O)cc1 | -3%[57.5 µM]
CCn1c(CNC(=O)c2ccco2)nnc1SCC(=O)Nc1cccc(F)c1 | -5%
CCOC(=O)C1=C(C)NC(C)=C(C(=O)OCC)C1c1ccco1 | -2%[57.5 µM]
Cc1ccc2nc(N3CCN(C=O)CC3)nc(-c3ccccc3)c2c1 | ?
Cc1c(C)c2ccc(OS(C)(=O)=O)c(C)c2oc1=O | -6%
O=[N+]([O-])c1cc(C2Nc3cccc4cccc(c34)N2)ccc1Cl | ?
NS(=O)(=O)c1ccc2nc(NC(=O)c3ccncc3)sc2c1 | -10%[57.5 µM]

Screening results from PubChem.

This is a subset; rates above refer to the full screens.
